# Screening results as filed in PubChem.
# RGS8-Gao = human RGS8-Galphao interaction regulation; P09471; multiplexed bead flow cytometry, RGS8-Galphao binding; actives lie on both sides; response (percent of control binding), % at 10 µM; AID 1423; 220,000 compounds, 0.34% hits; in the data active = response below about 60% or above about 140%; inactive = in between;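 note: Galphao activated as the GDP aluminium fluoride complex binding bead-coupled RGS8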
# Target sequence (P09471 whole entry, looked up): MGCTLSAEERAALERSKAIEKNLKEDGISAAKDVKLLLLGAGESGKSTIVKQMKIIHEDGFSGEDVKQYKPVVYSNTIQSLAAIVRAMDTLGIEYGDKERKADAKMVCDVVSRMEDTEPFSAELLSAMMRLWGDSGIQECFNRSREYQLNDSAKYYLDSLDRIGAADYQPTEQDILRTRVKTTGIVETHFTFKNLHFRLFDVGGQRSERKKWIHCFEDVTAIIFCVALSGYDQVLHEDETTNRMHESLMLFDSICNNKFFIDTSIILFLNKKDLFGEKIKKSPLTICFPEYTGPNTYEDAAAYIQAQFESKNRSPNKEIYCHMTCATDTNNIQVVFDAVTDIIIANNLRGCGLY
# HRas wt GTP bind = human HRas wildtype GTP binding, change in either direction. 190,000 compounds, 0.14% hits. GTP binding activity, % at 10 µM. GST-Ras wt beads, Bodipy-FL-GTP binding, flow cytometry; actives lie on both sides. AID 759;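 active = GTP binding activity at least 20% away from the 100% baseline, either lowered as inhibitor or raised as activator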;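 note: 0% = unlabeled GTP competition control and 100% = no-compound control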
# Target sequence (P01112 whole entry, looked up): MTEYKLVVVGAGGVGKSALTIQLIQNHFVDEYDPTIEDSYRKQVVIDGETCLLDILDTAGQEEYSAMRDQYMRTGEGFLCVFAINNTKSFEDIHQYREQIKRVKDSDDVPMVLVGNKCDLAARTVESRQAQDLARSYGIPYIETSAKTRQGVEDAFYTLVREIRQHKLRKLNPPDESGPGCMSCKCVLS
# Rac1 act GTP bind = human Rac1 activated mutant GTP binding change; GST-Rac1 activated beads, fluorescent GTP binding, flow cytometry; actives lie on both sides; 100% means binding = to untreated wells; 190,000 compounds, 0.11% hits; percent activity (GTP binding), % at 10 µM; P63000;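 active = GTP binding at least 20 percentage points away from the 100% baseline, in either direction, so actives lie on both sides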
# Mcl1 Noxa PPI = disrupts binding of human Mcl-1 to Noxa peptide | Q07820 | TR-FRET Mcl-1/Noxa peptide binding, 2 h | inhibition, % at 21.7 µM | 220,000 compounds, 1.5% hits | AID 1022;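 active = compounds that cut the protein-peptide binding signal by more than 50% relative to plate controls in a single-dose test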;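 note: His-tagged Mcl-1 with rhodamine Noxa BH3 peptide and terbium anti-His antibody; 0% = Mcl-1 plus Noxa peptide wells and 100% = peptide-only wells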
# Target sequence (Q07820 whole entry, looked up): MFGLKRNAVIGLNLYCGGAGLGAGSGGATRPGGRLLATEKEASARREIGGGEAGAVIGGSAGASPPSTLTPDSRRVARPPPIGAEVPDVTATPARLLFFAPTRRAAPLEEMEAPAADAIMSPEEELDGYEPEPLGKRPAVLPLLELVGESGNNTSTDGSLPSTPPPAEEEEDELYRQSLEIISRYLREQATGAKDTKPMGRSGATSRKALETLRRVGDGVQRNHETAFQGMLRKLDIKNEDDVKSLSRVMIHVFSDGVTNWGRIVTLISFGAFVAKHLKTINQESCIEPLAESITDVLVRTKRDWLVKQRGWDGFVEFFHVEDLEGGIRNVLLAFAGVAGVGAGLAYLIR
# Mcl-1 Bim block = inhibitors of Bim-Mcl-1 interaction, human; inhibition, % at 10 µM; 190,000 compounds, 0.1% hits; Q07820; Bead-based flow cytometry, Bim peptide-Mcl-1 binding; in the data active = inhibition above about 40%;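 note: 0% = no compound tracer wells and 100% = peptide blocker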
# Rab2 wt GTP = changes GTP binding to wildtype dog Rab2A, up or down; GTP binding activity, % at 10 µM; GST-Rab2 wt beads, Bodipy-GTP binding, flow cytometry; 190,000 compounds, 0.19% hits; P61105;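 active = GTP binding activity at least 20 points away from 100%, either lowered or raised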;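 note: 0% = beads with excess unlabeled GTP and 100% = no-compound control corrected for plate trend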
# Pf gamet viab = kills late stage P. falciparum gametocytes; AID 743093; P. falciparum stage V gametocytes, ATP luminescence, 24 h; inhibition, % at 10.9 µM; 150,000 compounds, 0.065% hits;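 active = inhibition above the mean plus 3 SD of compounds within the control limits, set per campaign, cut at about 38% in these data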;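 note: 0% = DMSO wells and 100% = medium only without gametocytes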
# Rab7 wt GTP bind = dog Rab7 wildtype GTP binding, inhibitors and activators; 190,000 compounds, 0.055% hits; GST-Rab7 beads, fluorescent GTP binding, flow cytometry; actives lie on both sides; untreated = 100%, excess cold GTP = 0%; AID 758; GTP binding activity (percent of control), % at 10 µM;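 active = fluorescent GTP binding to Rab7 beads changed by at least 20 points from the 100% baseline, either direction, mostly lower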;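 note: median green fluorescence of bound Bodipy-FL-GTP per Rab7 bead population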
# Mcl1-Bid inh = disrupts binding of human Mcl-1 to Bid peptide | TR-FRET Mcl-1/Bid-Dy647 peptide binding, 1536-well | 220,000 compounds, 0.97% hits | Q07820 | inhibition, % at 21.7 µM | AID 1021;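 active = compounds that cut the binding signal by more than half at the single screening dose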;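 note: His-tagged Mcl-1 with europium anti-His antibody binding Bid BH3 peptide; 0% = Mcl-1 plus peptide wells and 100% = peptide-only wells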
# Cdc42 wt = modulators (inhibitors or activators) of GTP binding to human Cdc42 wildtype. P60953. 190,000 compounds, 0.2% hits. percent activity (GTP binding), % at 10 µM. GST-Cdc42 beads, Bodipy-GTP binding, flow cytometry; actives lie on both sides. AID 761;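 active = percent activity GTP binding at least 20 points away from the 100% baseline, either down as inhibitor or up as activator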;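 note: median bead fluorescence of bound Bodipy-FL-GTP at 100 nM; 0% = excess unlabeled GTP control and 100% = no compound control; below 100% means less GTP binding so inhibitor and above means activator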
# Target sequence (P60953 whole entry, looked up): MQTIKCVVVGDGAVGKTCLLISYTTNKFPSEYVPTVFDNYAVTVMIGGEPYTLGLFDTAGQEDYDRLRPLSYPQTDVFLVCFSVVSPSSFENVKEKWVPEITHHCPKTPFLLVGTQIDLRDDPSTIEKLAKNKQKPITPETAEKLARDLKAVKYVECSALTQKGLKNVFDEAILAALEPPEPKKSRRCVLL
# Rac1 wt modul = modulators of human Rac1 wildtype GTP binding; GTP binding activity (% of control), % at 10 µM; P63000; GST-Rac1 beads, fluorescent GTP binding, flow cytometry; actives lie on both sides; 0 = cold GTP competed, 100 = untreated; AID 757; 190,000 compounds, 0.27% hits;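 active = GTP binding activity at least 20 points away from the 100% control level, either lower or higher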
# Active calls of the source: *; . = no result given. Random draw from the library; any-hit rate near 2.9%.
SMILES,RGS8-Gao,HRas wt GTP bind,Rac1 act GTP bind,Mcl1 Noxa PPI,Mcl-1 Bim block,Rab2 wt GTP,Pf gamet viab,Rab7 wt GTP bind,Mcl1-Bid inh,Cdc42 wt,Rac1 wt modul
CCSC1=NCCN1C(=O)C(C)(C)Oc1ccc(Cl)cc1,101,97,97,-2,-2,99,-26,104,-12,98,98
Cc1ccc(NC(=O)c2c3c(nc4ccccc24)CCC3)cc1,103,93,93,9,-3,94,6,95,-5,92,91
Clc1ccc2c(c1)-c1nnc(Br)n1-c1ccccc1S2,102,101,101,5,-16,103,.,96,4,101,105
CCCCCN(C(=O)NC(=O)Nc1ccccc1OC)S(C)(=O)=O,98,95,95,-3,-4,94,.,97,-25,97,96
CC1CN(CC(O)COc2ccc(C(=O)c3ccccc3)cc2)CC(C)O1 (stereo not given),108,100,92,7,-1,97,.,98,-16,99,99
CCN(CC)S(=O)(=O)c1ccc(N2CCCCC2)c(NC(=O)/C=C/c2ccc(OC)c(OC)c2)c1,101,97,96,22,-8,95,.,96,-7,96,98
CCN(CC)S(=O)(=O)c1cc(C(=O)NC2CCCCC2)ccc1C,100,101,99,20,-4,102,-23,102,-14,100,106
O=c1c2ccccc2c(/C=N/n2cnnc2)c(O)n1-c1ccccc1,90,99,99,26,0,100,.,98,-4,103,102
Cc1ccn2c(CNCC3OCCc4ccccc43)c(C(=O)N3CCCCCC3)nc2c1 (stereo not given),101,97,96,3,1,98,6,96,-32,99,100
NC(=O)C1C(c2ccccc2)=C1c1ccccc1,100,102,101,9,2,101,11,103,-25,101,104
CCNC(=S)Nc1cc(-c2ccc(Cl)cc2)[nH]n1,102,100,97,30,0,101,-31,105,-55,98,101
COc1cc(C(=O)NC2=C(C#N)CCC2)cc(OC)c1OC,101,94,94,8,0,90,-14,92,-26,96,94
O=C(CCNC(=O)c1ccc(Br)cc1)Nc1nccs1,101,96,93,10,3,97,-9,98,-3,90,94
CCOC(=O)C1CCCN(C(=O)COc2ccccc2F)C1 (stereo not given),99,101,100,11,-1,100,-8,101,-4,102,104
COc1ccccc1CNC(=O)COC(=O)C1=COCCO1,102,99,97,7,-5,99,.,101,-12,100,105
COc1ccc2c(c1)CC/C(=C\c1ccc(OC)c(Cn3cccn3)c1)C2=O,104,100,100,16,0,101,.,99,-22,100,103
CCC(=O)c1cccc2c1N=CC1=C(CC(C)(C)CC1=O)N2,96,101,100,12,-1,101,.,98,-10,103,101
O=c1[nH]cnc2nn(-c3ccccc3)nc12,100,90,95,5,3,91,.,92,0,95,85
Cc1ccc(Cl)cc1N1CCN(Cc2nnnn2C2CCCCC2)CC1,98,100,96,-15,3,98,12,98,-23,99,101
O=C(CSc1nnc2ccccn12)NCc1ccco1,100,96,94,8,1,94,1,95,-40,95,95

# For reference, some entries already given.
SMILES,RGS8-Gao,HRas wt GTP bind,Rac1 act GTP bind,Mcl1 Noxa PPI,Mcl-1 Bim block,Rab2 wt GTP,Pf gamet viab,Rab7 wt GTP bind,Mcl1-Bid inh,Cdc42 wt,Rac1 wt modul
CCC(=O)c1cccc2c1N=CC1=C(CC(C)(C)CC1=O)N2,96,101,100,12,-1,101,.,98,-10,103,101
O=c1[nH]cnc2nn(-c3ccccc3)nc12,100,90,95,5,3,91,.,92,0,95,85

# (list continues)
SMILES,RGS8-Gao,HRas wt GTP bind,Rac1 act GTP bind,Mcl1 Noxa PPI,Mcl-1 Bim block,Rab2 wt GTP,Pf gamet viab,Rab7 wt GTP bind,Mcl1-Bid inh,Cdc42 wt,Rac1 wt modul
COC(=O)CNC(=O)C(NC(=O)c1ccc(Cl)cc1)C(C)C (stereo not given),103,97,95,-1,1,93,.,94,-5,97,97
CCn1c(-c2cc3ccccc3cc2O)n[nH]c1=S,101,104,97,16,-1,102,2,102,-107,102,110
O=C(C1CCCCC1)N(Cc1nc2sc3c(c2c(=O)[nH]1)CCCC3)Cc1cccs1,101,96,94,-20,-1,95,2,96,-4,95,97
CC1=CC(=O)C=C(C)C1=NOS(=O)(=O)c1ccccc1,100,92,78*,8,0,88,.,90,-6,91,89
CCOC(=O)CCS(=O)(=O)c1ccc(-c2ccc(S(=O)(=O)CCC(=O)OCC)cc2)cc1,128,99,97,19,-2,101,11,98,34,99,100
CC(=O)Nc1ccc(NC(=O)C2CCCN2/C=C/C(=O)C(F)(F)F)cc1 (stereo not given),100,97,97,12,0,97,-10,98,-15,99,102
COc1ccc(/C=C/C(=O)OCC(=O)NCCC2=CCCCC2)cc1OC,97,95,96,-15,0,97,.,96,-8,96,97
C=CCn1c(NC(=O)c2ccc(Br)o2)c(C(=O)OCC)sc1=S,101,96,94,.,-12,96,-29,96,17,97,94
C/C(CCC(=O)O)=N/Nc1ccc([N+](=O)[O-])cc1[N+](=O)[O-],93,102,98,-1,-5,99,-6,100,-18,98,97
CC(C)(C)NC(=O)CSc1ccc(C(C)(C)C)cc1,101,103,99,6,-1,99,1,99,-12,102,103
C/C(=N\n1nnnc1Nc1ccccc1)c1ccc(N)cc1,100,101,99,7,2,99,.,97,3,105,106
CCOC(=O)c1cnc(SC)nc1Oc1cccc(NS(=O)(=O)c2ccc(Cl)cc2)c1,102,101,101,-3,-3,102,.,104,-15,105,111
O=C(CN1CCN(c2ccc(Cl)cc2)CC1)N1CCCC1,100,105,102,-2,-4,108,24,99,-44,106,105
Fc1ccc(CN2CCN3CCCC3C2C2CCCCC2)cc1F (stereo not given),103,98,95,.,-3,97,-1,94,38,98,92
O=C(OCC(=O)N1CCCC1)c1cccs1,102,98,96,9,0,94,.,96,3,98,96
CC(=O)n1cc(Nc2ccc([N+](=O)[O-])cc2)c2ccccc21,99,94,94,65*,0,93,-4,96,20,93,94
Cc1occc1C(=O)NNC(=S)NCc1ccccc1,106,97,100,22,60*,97,.,97,-67,100,102
O=C(NCC(c1cccs1)N1CCOCC1)c1ccccc1NS(=O)(=O)c1ccc(Cl)cc1 (stereo not given),99,95,94,9,-1,95,13,97,46,104,100
CCOC(=O)C(=Cc1ccc(-n2ccnc2)cc1)C(=O)OCC,6.7*,97,92,18,2,99,-20,95,8,99,96
O=C(Nc1cccc(C(F)(F)F)c1)C1CCCO1 (stereo not given),101,99,101,11,-2,99,-10,97,-24,101,102
Cc1cccc(OCC(=O)OCC(=O)c2c(N)n(C)c(=O)n(C)c2=O)c1,96,104,103,1,2,103,.,102,-22,104,109
CC1=C(CCN2CCN(C(C)C)C(CCO)C2)C(C)(C)CCC1 (stereo not given),103,100,98,-5,0,100,-6,104,-19,100,102
CCS(=O)CCSC(=N)N (stereo not given),100,107,104,0,2,106,.,106,5,109,109
O=C(OCc1nc2ccccc2s1)c1cnccn1,110,100,98,7,8,103,.,100,-7,101,103
NC(=O)c1ccccc1N/C=C1\CCCCC1=O,103,96,95,8,1,94,-10,93,-47,97,98
Cc1ccccc1C(=O)Nc1ccc(N2CCCC2)cc1,114,94,96,33,1,95,.,95,-56,96,97
O=C(CCc1nnc(CCCCc2ccccc2)o1)NCCCc1cccnc1,102,94,98,-8,2,94,10,93,-12,94,98
COc1ccc(-n2c(N)c(C(=O)NCc3ccco3)c3nc4ccccc4nc32)cc1OC,101,96,98,34,0,95,-8,95,45,97,96
CC(C)OC(=O)c1nn2c(C(F)(F)F)cc(-c3ccc(Br)o3)nc2c1Br,100,94,96,29,0,93,.,96,-10,97,94
COc1ccc(OC)c(Nc2nc(-c3sc(C)nc3C)cs2)c1,114,98,99,22,0,98,7,103,-28,100,101
Nc1ccn(Cc2cccc(Cl)c2)n1,99,92,91,-1,-1,93,-16,98,-13,91,93
CCc1ccccc1NC(=O)CN(C)Cc1nc(N)nc(Nc2ccccc2C)n1,99,102,100,-55,0,100,11,99,-56,101,101
COc1cc(/C=C/CN2CCN(Cc3ccc(C)o3)C(CCO)C2)ccc1O (stereo not given),103,99,100,14,2,100,-2,97,-66,100,100
CC(C)OC(=O)/C(=C\C=C\c1ccccc1)NC(=O)c1ccccc1,99,96,95,.,-4,96,.,94,-5,97,93
O=C(O)C1CCCN1S(=O)(=O)c1cc(Cl)ccc1Cl (stereo not given),106,98,97,6,0,98,-7,100,-13,99,99
COc1cc(/C=N/NC(=O)c2ccc(CSc3nncn3C)cc2)cc(OC)c1O,100,97,96,55*,0,94,14,95,-34,99,98
CN(C(=O)CCc1nc2ccccc2s1)c1ccccc1,101,95,97,0,0,93,-1,95,-4,96,97
c1ccc(NC2=Nc3ccccc3CC2)cc1,104,101,97,5,3,97,.,94,-14,101,99
COc1cccc(-c2nc(CS(=O)CC(=O)NCc3ccccc3)c(C)o2)c1 (stereo not given),100,100,99,-7,-6,101,.,99,-6,101,104
CCOC(=O)c1cnc(-n2nc(C)cc2C)nc1NCc1ccccc1,105,97,94,1,-1,95,5,97,-1,96,96
O=C(Nc1ccc(Cl)cn1)c1cc2ccccc2o1,103,98,95,0,-1,97,-9,98,-3,96,96
O=C(OCc1nnc(-c2ccc(Cl)cc2)o1)C12CC3CC(CC(O)(C3)C1)C2,100,96,92,-10,1,99,2,94,9,97,97
CN1CCc2nc(NC(=O)c3cccc(OC(F)F)c3)sc2C1,98,103,103,-5,-2,102,.,100,-34,106,113
CCN(Cc1ccc(OC)c(F)c1)C(=O)CCl,102,94,93,0,0,96,10,104,-9,91,92
CN(C(=O)c1cccc(N2C(=O)C3CC=CCC3C2=O)c1)C1CCCCC1 (stereo not given),99,102,98,-14,-4,104,-3,105,-59,102,101
Cc1ccc(NC(=O)CCNS(=O)(=O)c2ccccc2)c(C(=O)c2ccccc2)c1,108,102,101,12,-3,101,6,102,-12,103,110
Cc1ccc(S(=O)(=O)N2CC(O)C[C@H]2C(=O)OCC(=O)c2ccccc2)cc1 (stereo not given in full),118,98,99,15,14,99,.,100,-17,100,102
Cn1nccc1C(=O)N1CCN(c2ccc(F)cc2)CC1,106,102,101,-23,-7,101,.,94,-15,102,106
COc1ccc(/C=C/C(=O)C2CC2)cc1COc1c(C)cccc1C,86,98,97,9,-3,99,26,96,6,97,99
CC(=O)Oc1cc2oc(=O)c3c(c2cc1Cl)CCC3,101,100,96,-6,2,100,.,99,-34,101,103

# The list continues:
SMILES,RGS8-Gao,HRas wt GTP bind,Rac1 act GTP bind,Mcl1 Noxa PPI,Mcl-1 Bim block,Rab2 wt GTP,Pf gamet viab,Rab7 wt GTP bind,Mcl1-Bid inh,Cdc42 wt,Rac1 wt modul
Cc1ccc(N(CC(=O)N/N=C/c2ccc(OC3CSC3)cc2)S(=O)(=O)c2ccccc2)cc1,97,93,91,.,-3,93,.,94,-4,93,90
Cc1ccnc(N2CCC(C(=O)Nc3ccc(Oc4ccccc4)cc3)CC2)n1,95,106,101,-3,-4,106,6,102,-51,104,106
O=C(Oc1ccc(-c2cnc3ccccc3n2)cc1)c1ccc(Br)o1,93,104,101,-13,-1,104,-3,102,33,107,107
CCOC(=O)C1CCCN(c2c(C(=O)c3ccccc3)cnc3ccc(OC)cc23)C1 (stereo not given),100,95,94,7,1,97,.,104,18,92,94
